ER stress rescue: rescue of cells from ER stress-induced death, primary screen, 384-well, CSM14.1, thapsigargin, ATP luminescence (AID 1222) | CSM14.1 thapsigargin-induced death rescue, ATP luminescence; higher % means a stronger effect | cellular ATP content (survival), % at 20 µM, or EC50 in µM where a hit was titrated | 190,000 tested, under 10 active;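 active = EC50 below 50 µM in the dose-response confirmation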;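 note: death triggered by thapsigargin at about 15 µM added after 2 h compound pretreatment; cell ATP read after overnight thapsigargin exposure of roughly 18 to 22 hours; normalized against plate controls of thapsigargin alone and 5% DMSO vehicle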
GPR35 antagonists: GPR35 antagonists blocking zaprinast-driven arrestin recruitment, primary screen, imaging, U2OS, beta-arrestin-GFP, zaprinast agonist (AID 2058); U2OS GPR35 beta-arrestin-GFP translocation imaging, zaprinast antagonism; higher % means a stronger effect; one-dose inhibition, % at 10 µM; IC50 in µM for titrated hits; actives 0.052% (n = 290,000);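 active = inhibition of at least 50% with at least 30 cells and total cytoplasm GFP at most 10,000,000; inconclusive = under 30 cells or total GFP of 10,000,000 plus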
West Nile virus CPE: inhibition of WNV-induced cytopathic effect – cell-based, CPE readout (AID 1621); West Nile virus-infected cells, CPE inhibition; higher % means a stronger effect; CPE inhibition, % at 10 µM, or IC50 in µM where a hit was titrated; actives 0.02% (n = 290,000); in the data active = a potency from the dose series; inconclusive = CPE inhibition mostly from about 3.7% at the one dose, without a potency; inactive = the rest, 99 in 100 with CPE inhibition below about 2.2%; note: strong numbers were not always called active
PhoP inhibition: PhoP-dependent GFP reporter repression – Salmonella Typhimurium, primary screen (AID 1863). S. Typhimurium PhoP-regulated promoter GFP reporter, 4 h; higher % means a stronger effect. inhibition, % at 50 µM; hits with a dose series show IC50 in µM. actives 0.16% (n = 300,000);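 active = inhibition over 29.93%, a cutoff 3 SD above the screen mean, later confirmed by dose response; inconclusive = inhibition over 29.93% but no dose response follow-up; inactive = inhibition at most 29.93% or unconfirmed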;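 note: 0% = low Mg2+ inducing control and 100% = high Mg2+ repressing control; strong numbers were not always called active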
SV40 large T antigen: SV40 large T antigen inhibitors, biochemical (AID 1903) | one-dose inhibition, % at 20 µM; IC50 in µM for titrated hits | actives 0.39% (n = 310,000) | SV40 large T antigen ATPase/helicase inhibition assay; higher % means a stronger effect; in the data active = a potency from the dose series; inconclusive = inhibition mostly from about 32% at the one dose, without a potency; inactive = the rest, 99 in 100 with inhibition below about 32%; note: strong numbers were not always called active
RSV antiviral HEp-2: inhibition of RSV-induced cytopathic effect – HEp-2 cells, primary 10 µM value included (AID 2391); one-dose CPE inhibition, % at 10 µM; IC50 in µM for titrated hits; actives 0.13% (n = 310,000); HEp-2 cells, RSV-induced CPE inhibition; higher % means a stronger effect; in the data active = a potency from the dose series; inconclusive = CPE inhibition mostly from about 23% at the one dose, without a potency; inactive = the rest, 99 in 100 with CPE inhibition below about 21%; note: strong numbers were not always called active
MgcRacGAP inhibition: MgcRacGAP GTPase-activating activity inhibitors, confirmation, biochemical, ADP Hunter fluorescence; MgcRacGAP-stimulated Rac1 GTP hydrolysis, ADP Hunter fluorescence; higher % means a stronger effect; GST-tagged Rac1 F28L mutant substrate; inhibition, % at 30 µM, or IC50 in µM where a hit was titrated; AID 624330; actives 0.6% (n = 340,000);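 active = first-screen hits whose inhibition reached a set limit at any dose in the follow-up dose series; inconclusive = inhibition above the set first-screen limit but never retested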;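 note: fluorescence reports GDP produced by GAP-driven GTP hydrolysis; strong numbers were not always called active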
LYP phosphatase: PTPN22 lymphoid phosphatase activity blockers – biochemical, fluorescence intensity, uHTS (AID 1779); recombinant LYP phosphatase, fluorescence intensity; higher % means a stronger effect; one-dose inhibition, % at 11.5 µM; IC50 in µM for titrated hits; actives 0.054% (n = 290,000); in the data active = inhibition above about 50%;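 note: plate controls were vehicle with enzyme for no effect and no enzyme for full effect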
Dengue-2 NS5 capping: Dengue-2 NS5 methyltransferase inhibitors, primary screen, biochemical, confirmation dose response (AID 588689) | Dengue-2 NS5 methyltransferase capping enzyme assay, biochemical; higher % means a stronger effect | actives 0.3% (n = 340,000) | inhibition, % at 25 µM; hits with a dose series show IC50 in µM; in the data active = a potency from the dose series; inconclusive = inhibition above about 29% without an active follow-up result
Active calls of the source: *.

CCOC(=O)C1=C(O)C(Nc2nc3ccccc3s2)(C(F)(F)F)N=C1C (stereo not drawn) was read as ER stress rescue -1.2%, GPR35 antagonists 5.4%, West Nile virus CPE 0.2%, PhoP inhibition 1.1%, SV40 large T antigen 3.2%, RSV antiviral HEp-2 -0.8%, MgcRacGAP inhibition 7.7%, LYP phosphatase -3.2% and Dengue-2 NS5 capping -10.2%.
Screening Cn1c2ccccc2c(=O)c2ccc(C#CC3(O)CCCCC3)cc21 returned GPR35 antagonists -4.7%, West Nile virus CPE -0.2%, PhoP inhibition 3.1%, SV40 large T antigen 12.6%, RSV antiviral HEp-2 -3.6%, MgcRacGAP inhibition -5.5%, LYP phosphatase -13.1% and Dengue-2 NS5 capping 5.6%.
Screening FC(F)(F)c1ccc(C2[C@H]3CN(CC4CCCCC4)[C@H](c4ccccc4)C34CC2(c2cccnc2)C4)cc1 (stereo partly drawn) returned GPR35 antagonists -5.7%, West Nile virus CPE -0.5%, PhoP inhibition -4.7%, SV40 large T antigen 6.1%, RSV antiviral HEp-2 0.9%, MgcRacGAP inhibition 9.5%, LYP phosphatase 4.0% and Dengue-2 NS5 capping -12.3%.
Screening Cc1c(Br)c(C(F)(F)F)nn1CC(=O)NCC1CCCO1 (stereo not drawn) returned ER stress rescue 0.8%, GPR35 antagonists 1.6%, West Nile virus CPE -0.2%, PhoP inhibition -4.6%, SV40 large T antigen 15.2%, RSV antiviral HEp-2 1.4%, MgcRacGAP inhibition -2.6%, LYP phosphatase -1.8% and Dengue-2 NS5 capping -0.7%.
Screening Cc1cc(C)n2c(SCC(=O)Nc3cc(C)on3)nnc2n1 returned ER stress rescue -2.9%, GPR35 antagonists -4.3%, West Nile virus CPE 0.3%, PhoP inhibition 8.7%, SV40 large T antigen 6.7%, RSV antiviral HEp-2 2.1%, MgcRacGAP inhibition 5.8%, LYP phosphatase -7.0% and Dengue-2 NS5 capping 2.5%.
`O=C(CSc1nnc(-c2ccc(O)cc2)n1-c1ccccc1)CC(=O)Nc1ccccc1` gave ER stress rescue 0.7%, GPR35 antagonists -13.4%, West Nile virus CPE -0.4%, PhoP inhibition 34.2%, SV40 large T antigen -43.5%, RSV antiviral HEp-2 4.3%, MgcRacGAP inhibition 11.3%, LYP phosphatase 4.1% and Dengue-2 NS5 capping -3.9%.
For CCOc1ccc(OCCN2CCCCC2)cc1 the results were ER stress rescue 0.3%, GPR35 antagonists -0.2%, West Nile virus CPE -0.1%, PhoP inhibition -4.9%, SV40 large T antigen 4.1%, RSV antiviral HEp-2 -0.2%, MgcRacGAP inhibition 19.4%, LYP phosphatase 2.3% and Dengue-2 NS5 capping -2.6%.
Screening CCC(=O)Nc1ccc(-c2ccc(NC(=O)CC)c(OC)c2)cc1OC returned ER stress rescue -0.3%, GPR35 antagonists -6.4%, West Nile virus CPE -0.8%, PhoP inhibition 3.1%, SV40 large T antigen 6.0%, RSV antiviral HEp-2 -1.7%, MgcRacGAP inhibition -1.7%, LYP phosphatase -2.8% and Dengue-2 NS5 capping -8.6%.
`CCCc1cc(=O)oc2cc(C)cc(OCC(=O)NC(Cc3c[nH]c4ccc(O)cc34)C(=O)O)c12` (stereo not drawn) gave GPR35 antagonists 4.4%, West Nile virus CPE -0.7%, PhoP inhibition 10.6%, SV40 large T antigen inconclusive, MgcRacGAP inhibition 0.1%, LYP phosphatase -5.2% and Dengue-2 NS5 capping -2.2%.
For CCOC(=O)c1c(N2C(=O)Nc3ccccc3N2O)sc2c1CCCC2 the results were ER stress rescue -2.7%, GPR35 antagonists 15.4%, West Nile virus CPE 1.6%, PhoP inhibition 6.0%, SV40 large T antigen 29.7%, RSV antiviral HEp-2 0.6%, MgcRacGAP inhibition -1.3%, LYP phosphatase 8.6% and Dengue-2 NS5 capping 7.2%.
O=C(NC(Cc1ccccc1)C(=O)O)c1ccco1 (stereo not drawn) was read as ER stress rescue 0.8%, GPR35 antagonists -5.0%, West Nile virus CPE 1.0%, PhoP inhibition -6.0%, SV40 large T antigen 22.7%, RSV antiviral HEp-2 -1.5%, MgcRacGAP inhibition -6.5% and LYP phosphatase -7.7%.
Screening Cc1cc(S(=O)(=O)N(Cc2ccccc2Cl)c2ccc3c(c2)CCC3)ccc1-n1cnnn1 returned ER stress rescue -2.0%, GPR35 antagonists -13.7%, West Nile virus CPE -0.4%, PhoP inhibition -8.7%, SV40 large T antigen 3.9%, RSV antiviral HEp-2 6.7%, MgcRacGAP inhibition 11.0%, LYP phosphatase 8.2% and Dengue-2 NS5 capping -3.5%.
`CC(C)(C)c1ccc(C(=O)Nc2ccc(O)c3c(=O)cc(-c4cccc(Cl)c4)oc23)cc1` gave GPR35 antagonists 9.3%, West Nile virus CPE -2.3%, PhoP inhibition -2.7%, SV40 large T antigen 3.9%, RSV antiviral HEp-2 -0.2%, MgcRacGAP inhibition -6.1%, LYP phosphatase -5.5% and Dengue-2 NS5 capping -2.4%.
O=C(c1cccc(Oc2ccc([N+](=O)[O-])cc2)c1)N1CCOCC1 was read as GPR35 antagonists 9.8%, West Nile virus CPE -0.3%, PhoP inhibition -9.4%, SV40 large T antigen 12.1%, RSV antiviral HEp-2 1.3%, MgcRacGAP inhibition 7.7%, LYP phosphatase -10.5% and Dengue-2 NS5 capping -3.9%.
`O=C(Cn1ncn2c(cc3sccc32)c1=O)NC1CCCC1` gave GPR35 antagonists 2.6%, West Nile virus CPE 0.0%, PhoP inhibition 2.9%, SV40 large T antigen 3.3%, RSV antiviral HEp-2 2.1%, MgcRacGAP inhibition 6.7%, LYP phosphatase -7.8% and Dengue-2 NS5 capping -5.4%.
Screening COc1cccc(-n2c(=O)c3c(C)c(C(=O)N(C)C)sc3n(CC(=O)NCCc3ccc(OC)c(OC)c3)c2=O)c1 returned ER stress rescue -2.3%, GPR35 antagonists 0.3%, West Nile virus CPE 1.2%, PhoP inhibition -1.6%, SV40 large T antigen 12.7%, RSV antiviral HEp-2 1.4%, MgcRacGAP inhibition 1.1%, LYP phosphatase -3.2% and Dengue-2 NS5 capping -3.0%.
Screening CC(C)c1ccc(OCC(=O)N2CCCCCC2)c(Br)c1 returned ER stress rescue 0.2%, GPR35 antagonists 16.0%, West Nile virus CPE -0.7%, PhoP inhibition 0.4%, SV40 large T antigen 12.8%, RSV antiviral HEp-2 16.3%, MgcRacGAP inhibition 3.0% and LYP phosphatase -3.9%.
CCOC(=O)c1cc(-c2csc(Nc3ccccc3Cl)n2)on1 was read as GPR35 antagonists 18.1%, West Nile virus CPE -0.3%, PhoP inhibition -14.0%, SV40 large T antigen 4.3%, RSV antiviral HEp-2 0.2%, MgcRacGAP inhibition 5.1%, LYP phosphatase 1.0% and Dengue-2 NS5 capping -0.8%.
Cc1cccc(C)c1-n1c(C)nn(CC2CC2)c1=O was read as GPR35 antagonists 1.1%, West Nile virus CPE 1.3%, PhoP inhibition -2.4%, SV40 large T antigen 9.1%, RSV antiviral HEp-2 1.9%, MgcRacGAP inhibition 8.7%, LYP phosphatase -5.4% and Dengue-2 NS5 capping -6.8%.
`O=C1COc2ccc(C(=O)COC(=O)c3ccccn3)cc2N1` gave PhoP inhibition -1.5%, SV40 large T antigen 6.5%, RSV antiviral HEp-2 -0.2%, MgcRacGAP inhibition 3.6% and Dengue-2 NS5 capping -3.6%.
For Cc1cc(C)c(S(=O)(=O)NCc2csc(C)n2)c(C)c1 the results were GPR35 antagonists -12.0%, West Nile virus CPE 1.8%, PhoP inhibition 11.1%, SV40 large T antigen -0.1%, RSV antiviral HEp-2 3.5%, MgcRacGAP inhibition 9.8%, LYP phosphatase -2.2% and Dengue-2 NS5 capping -1.6%.
NC(=S)Nc1ccc(Oc2ccc(NC(N)=S)cc2)cc1 was read as ER stress rescue 1.1%, GPR35 antagonists 12.6%, West Nile virus CPE -0.1%, PhoP inhibition -0.6%, SV40 large T antigen 11.6%, RSV antiviral HEp-2 -0.1%, MgcRacGAP inhibition 3.3%, LYP phosphatase 5.9% and Dengue-2 NS5 capping -3.5%.
Screening Cc1ccc(Oc2ccc(S(=O)(=O)N3CCOCC3)cc2C(N)=O)cc1C returned GPR35 antagonists -6.9%, West Nile virus CPE -0.5%, PhoP inhibition 1.4%, SV40 large T antigen 5.9%, RSV antiviral HEp-2 1.1%, MgcRacGAP inhibition 8.3%, LYP phosphatase -6.8% and Dengue-2 NS5 capping 4.5%.
COc1cc(/C=C2\SC(=Nc3ccccc3)N(Cc3ccco3)C2=O)ccc1OC(C)C(=O)O (stereo not drawn) was read as ER stress rescue -2.0%, GPR35 antagonists -8.2%, West Nile virus CPE -0.4%, PhoP inhibition 6.4%, SV40 large T antigen 24.9%, RSV antiviral HEp-2 20.5%, MgcRacGAP inhibition 9.4%, LYP phosphatase 2.5% and Dengue-2 NS5 capping 3.2%.
`O=C1C(=O)N(CCCc2ccccc2)c2ccccc21` gave GPR35 antagonists -1.5%, West Nile virus CPE -0.6%, PhoP inhibition 2.1%, SV40 large T antigen 13.1%, RSV antiviral HEp-2 0.7%, MgcRacGAP inhibition 19.4%, LYP phosphatase 0.0% and Dengue-2 NS5 capping -7.7%.
O=C(COC(=O)CCc1nc2ccccc2c(=O)[nH]1)Nc1ccc(Cl)cn1 was read as GPR35 antagonists 26.1%, West Nile virus CPE 0.3%, PhoP inhibition -8.4%, SV40 large T antigen 11.2%, RSV antiviral HEp-2 0.7%, MgcRacGAP inhibition 13.4%, LYP phosphatase -0.8% and Dengue-2 NS5 capping -10.1%.
`CN1CCN(S(=O)(=O)c2ccc(NC(=O)c3csc4ccccc34)cc2)CC1` gave ER stress rescue -4.4%, GPR35 antagonists -5.7%, West Nile virus CPE 0.2%, PhoP inhibition 7.0%, SV40 large T antigen 3.4%, RSV antiviral HEp-2 -2.6%, MgcRacGAP inhibition 0.7%, LYP phosphatase -2.6% and Dengue-2 NS5 capping -4.9%.
For O=C(Nc1cnc2sccn2c1=O)c1ccc(Cl)cc1Cl the results were ER stress rescue -4.3%, GPR35 antagonists 8.2%, West Nile virus CPE 0.5%, PhoP inhibition 9.8%, SV40 large T antigen -0.3%, RSV antiviral HEp-2 1.6%, MgcRacGAP inhibition -1.1%, LYP phosphatase 1.0% and Dengue-2 NS5 capping -3.4%.
`CCOC(=O)[C@@H]1[C@H]2COc3ccc(Br)cc3[C@@H]2N2C(=O)N(c3ccc(C(F)(F)F)cc3)C(=O)[C@]12C` gave GPR35 antagonists 17.0%, West Nile virus CPE -1.0%, SV40 large T antigen 14.1%, RSV antiviral HEp-2 0.0%, MgcRacGAP inhibition 10.2%, LYP phosphatase -7.9% and Dengue-2 NS5 capping -2.5%.
For Cc1ccc(S(=O)(=O)n2nc(OC(=O)c3ccccc3C)cc2N)cc1 the results were GPR35 antagonists -10.1%, West Nile virus CPE 0.3%, PhoP inhibition -3.5%, SV40 large T antigen 49.7%, RSV antiviral HEp-2 0.6%, MgcRacGAP inhibition 0.6%, LYP phosphatase -1.9% and Dengue-2 NS5 capping 2.5%.

Assay outcomes: PubChem, several laboratories
